# From PubChem
# DENV2 CPE rescue: DENV2-induced cell death inhibition | CPE inhibition, % at 9.99 µM | 1.7% of 350,000 active | DENV2-infected cells, cytopathic effect rescue, plate reader; in the data active = CPE inhibition above about 20%, passing the limit was not always enough; inconclusive = no clear call, values can overlap the other calls; tested in BHK-21 cells;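 also: 0% = median of neutral control wells and 100% = median of positive control wells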
# S100A4 MyoIIA: blocks human S100A4 binding to myosin IIA peptide. 0.14% of 360,000 active. AID 652163. S100A4/TAMRA-MyoIIA peptide fluorescence polarization. P26447. inhibition, % at 10.7 µM;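 active = mean inhibition of at least 70% across replicates, with every replicate also reaching that level; inconclusive = mean inhibition reaches 70% but some replicates fall short; inactive = mean inhibition below 70%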
# Target sequence (P26447 whole entry, looked up): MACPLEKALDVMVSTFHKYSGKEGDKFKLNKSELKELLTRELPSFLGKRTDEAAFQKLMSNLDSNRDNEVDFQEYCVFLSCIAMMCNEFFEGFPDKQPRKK
#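 Material: S100A4 monomer (human). Medium: Calcium-containing HEPES buffer, pH 7.2. Probe or stimulus: labelled myosin peptide probe, 5 nM. Compound dosing: one concentration per compound. Timing: polarization read 5 min after assay mix addition, stable 5–60 min. Benchmarks: DMSO as neutral control, TFP as positive control.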
# E-selectin induc: induces E-selectin expression in human endothelial cells; P16581; HUVEC E-selectin immunofluorescence imaging; normalized: neutral wells 0, TNF-alpha wells 100; activation, % at 7.58 µM; 0.37% of 260,000 active;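 active = mean E-selectin-positive cell signal at least 10% of the positive control, reached in at least 60% of replicates, without over 20% cell loss; inconclusive = no rule given, readout overlaps actives, possibly toxicity-flagged; inactive = the rest, including those meeting only one limit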;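 also: in these data hits start at about 27%; measured in HUVEC primary endothelial cells; signal is the percent of cells scored E-selectin positive by PE staining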
# Target sequence (P16581 whole entry, looked up): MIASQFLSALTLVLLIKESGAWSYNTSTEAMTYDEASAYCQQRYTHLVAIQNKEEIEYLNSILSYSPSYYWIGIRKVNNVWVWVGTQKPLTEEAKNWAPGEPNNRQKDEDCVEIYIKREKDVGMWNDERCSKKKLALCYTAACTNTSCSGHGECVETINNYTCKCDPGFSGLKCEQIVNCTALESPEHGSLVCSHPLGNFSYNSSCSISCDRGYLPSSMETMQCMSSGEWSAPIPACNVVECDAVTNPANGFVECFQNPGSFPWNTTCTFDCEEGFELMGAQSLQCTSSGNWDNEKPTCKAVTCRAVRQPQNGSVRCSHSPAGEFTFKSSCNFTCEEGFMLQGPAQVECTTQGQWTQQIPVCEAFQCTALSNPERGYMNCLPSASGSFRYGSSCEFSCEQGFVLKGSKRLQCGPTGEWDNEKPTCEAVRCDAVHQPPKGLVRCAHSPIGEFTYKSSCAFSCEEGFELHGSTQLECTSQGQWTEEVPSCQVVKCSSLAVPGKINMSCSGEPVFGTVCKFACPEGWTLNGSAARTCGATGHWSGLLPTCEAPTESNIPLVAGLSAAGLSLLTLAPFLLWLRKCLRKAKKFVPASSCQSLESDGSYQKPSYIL
#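 Assay system: HUVEC primary endothelial cells. Input: 3,000 HUVEC seeded per well. Doses: one compound dose added by pin transfer. Read-out basis: % PE-positive cells. Benchmarks: TNF-alpha high, DMSO low. Detection: immunofluorescence imaging. Buffer or medium: EGM-2, gelatin.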
# Statin myotox sup: protects C2C12 myotubes from simvastatin toxicity | ATP luminescence, 48 h; scaled: DMSO 0, geranylgeraniol control 100 | rescue of ATP level, % at 7.49 µM | 0.78% of 330,000 active | AID 602340;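 active = mean ATP rescue above about 67%, or every replicate alone reaching that limit, limit read from the data, passing the limit was not always enough; inconclusive = no clear call, values can overlap the other calls; inactive = mean under the limit and some replicate under it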;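 also: myotubes were challenged with 10 µM simvastatin during compound exposure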
# SIRT5 inh: blocks human SIRT5 desuccinylation of peptide; Purified SirT5, succinyl-peptide AMC, trypsin-coupled fluorescence; 1.1% of 330,000 active; AID 652115; inhibition, % at 15 µM; Q9NXA8; in the data active = inhibition above about 15%; inconclusive = no clear call, values can overlap the other calls
# Target sequence (Q9NXA8 whole entry, looked up): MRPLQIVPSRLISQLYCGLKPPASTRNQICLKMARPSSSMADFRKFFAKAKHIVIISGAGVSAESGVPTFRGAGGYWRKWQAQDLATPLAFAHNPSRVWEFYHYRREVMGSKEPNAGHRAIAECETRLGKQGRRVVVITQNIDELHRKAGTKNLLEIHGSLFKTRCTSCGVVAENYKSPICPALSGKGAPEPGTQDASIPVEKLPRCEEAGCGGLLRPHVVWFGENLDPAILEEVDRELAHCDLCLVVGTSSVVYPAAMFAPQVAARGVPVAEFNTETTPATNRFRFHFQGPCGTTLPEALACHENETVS
# PglD DTNB: blocks C. jejuni PglD acetyltransferase activity; purified PglD enzyme, DTNB colorimetric CoA detection; inhibition, % at 12.5 µM; 0.098% of 360,000 active; in the data active = inhibition above about 16%, passing the limit was not always enough; inconclusive = no clear call, values can overlap the other calls; also: strong numbers were not always called active
# ERp5 block: blocks human ERp5 reductase activity on insulin. Q15084. ERp5 insulin aggregation, absorbance 650 nm, 90 min. inhibition, % at 9.99 µM. 0.05% of 350,000 active;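 active = mean replicate inhibition above about 25%, with every replicate also reaching it, limit read from the data, passing the limit was not always enough; inconclusive = only one of those two criteria met; inactive = neither criterion met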
# The depositor's hits bear a star; u = inconclusive; x = no result given; & = joins results of further samples. Some of the compounds tested; the hit share may differ from the screen's.
SMILES,DENV2 CPE rescue,S100A4 MyoIIA,E-selectin induc,Statin myotox sup,SIRT5 inh,PglD DTNB,ERp5 block
C[C@H](CO)N1C[C@H](C)[C@@H](CN(C)C(=O)Cc2ccncc2)Oc2cc(C#CC3CCCC3)ccc2S1(=O)=O,-13,-27,-4.4,-32,2,1,-5
Cn1c(=O)c2sccc2n2c(CCCC(=O)NCc3ccc(F)cc3)nnc12,2,-4,0.1,-2,1,0,0
C[C@@H]1CN([C@@H](C)CO)C(=O)Cc2cc(NC(=O)CCCCCC(=O)Nc3ccccc3N)ccc2O[C@@H]1CN(C)C,-16,1,-1.1,-5,1,-3,-3
O=C(O)c1cccc(NC(=O)c2ccc(CN3C(=O)c4ccccc4C3=O)cc2)c1,2,-8,x,6,1,2,5
O=C(NC1CCN(C(=O)Nc2cccc(Cl)c2)CC1)C1CCCCC1,-3,-8,2.4,17,-3,-2,2
COc1ccc(C(=O)NCc2nnc(SCC(=O)Nc3cccc(F)c3)o2)cc1,5,2,x,x,x,x,-46
C[C@H](CO)N1C[C@H](C)[C@H](CN(C)C(=O)Nc2ccccc2)Oc2c(cccc2N(C)C)C1=O,6,0,0.0,19,1,-3,-2
Cc1cccc(NC(=O)c2cnc3sccn3c2=O)n1,0,-4,0.0,-4,1,-1,2
CCC(=O)Nc1ccc2c(c1)C(=O)N(C)C[C@@H](OC)[C@@H](C)CN(C(=O)C1CCC1)[C@H](C)CO2,-8,-8,-0.3,-5,-9,1,1
CC(=O)N1c2ccc(S(=O)(=O)NCCC(=O)Nc3ccc(F)cc3C)cc2CC1C (stereo not given),-4,-3,x,-11,4,-3,-3
CCc1nc2ccc(C(=O)NCc3ccc(OC)cc3)cn2c1N(CC)CCN(C)C,-13,0,0.4,11,-2,-2,8
O=C(/C=C/[C@H]1O[C@@H](n2ccc(=O)[nH]c2=O)[C@H](O)[C@@H]1O)NCc1cccnc1,-12,-6,x,3,-2,1,-16
O=C(Nc1cccs1)Nc1ccccc1Br,2,0,x,x,0,x,0
COCC#Cc1ccc([C@@H]2[C@H](CO)N3C(=O)CN(C(=O)C4CC4)C[C@@H]23)cc1,2,1,0.3,x,0,x,4
CCCOc1ccc(-c2c(C(=O)N/N=C/C3CC=CCC3)nnn2-c2nonc2N)cc1 (stereo not given),7,-6,x,1,-1,-2,11
O=C(c1cnccn1)N1CC(=O)N2[C@H](C1)[C@@H](c1ccc(C3=CCCCC3)cc1)[C@@H]2CO,13,-23,0.1,x,1,x,0
CC1=C(C(=O)OCc2ccccc2)C(c2ccsc2)NC(=O)N1C (stereo not given),-2,-1,x,x,-3,x,1
Cc1ccccc1NC(=O)c1cccc(S(=O)(=O)N2CCOCC2)c1,-8,-2,0.2,9,x,6,5
CCc1noc(C)c1C(=O)OC(C)C(=O)c1c(C)[nH]c2ccccc12 (stereo not given),-5,-2,2.5,-5,1,-7,-1
C=C(C)C1CC=C(C)/C(=N\NC(=O)CNc2cccc3ccccc23)C1 (stereo not given),5,0,x,x,-5,x,1

# A second format for part of the listing above.
molecule	DENV2 CPE rescue	S100A4 MyoIIA	E-selectin induc	Statin myotox sup	SIRT5 inh	PglD DTNB	ERp5 block
O=C(NC1CCN(C(=O)Nc2cccc(Cl)c2)CC1)C1CCCCC1	-3	-8	2.4	17	-3	-2	2
COc1ccc(C(=O)NCc2nnc(SCC(=O)Nc3cccc(F)c3)o2)cc1	5	2	x	x	x	x	-46
C[C@H](CO)N1C[C@H](C)[C@H](CN(C)C(=O)Nc2ccccc2)Oc2c(cccc2N(C)C)C1=O	6	0	0.0	19	1	-3	-2
Cc1cccc(NC(=O)c2cnc3sccn3c2=O)n1	0	-4	0.0	-4	1	-1	2
CCC(=O)Nc1ccc2c(c1)C(=O)N(C)C[C@@H](OC)[C@@H](C)CN(C(=O)C1CCC1)[C@H](C)CO2	-8	-8	-0.3	-5	-9	1	1
CC(=O)N1c2ccc(S(=O)(=O)NCCC(=O)Nc3ccc(F)cc3C)cc2CC1C (stereo not given)	-4	-3	x	-11	4	-3	-3

# Additional records follow:
SMILES,DENV2 CPE rescue,S100A4 MyoIIA,E-selectin induc,Statin myotox sup,SIRT5 inh,PglD DTNB,ERp5 block
C[C@H]1CN([C@@H](C)CO)C(=O)c2cc(NC(=O)Cc3cn(C)c4ccccc34)ccc2O[C@H]1CN(C)Cc1ccc(C(=O)Nc2ccccc2N)cc1,-3,-6,0.8,86*,20*,-5,-5
CCn1c(SCC(=O)O)nnc1C1CCCCC1,-2,-1,x,23,-4,-2,1
C[C@H]1CN([C@@H](C)CO)C(=O)c2cc(Br)cnc2O[C@@H]1CN(C)S(C)(=O)=O,12&1,-2&0,0.1&0.4,3,-8&0,6&0,-2&-8
Cc1c(NC(=O)CCCN2C(=O)c3cccc4cccc(c34)C2=O)c(=O)n(-c2ccccc2)n1C,-4,-7,3.4,8,-3,x,-2
COC(=O)c1c(CSc2ccc(Cl)cc2)noc1C(=O)NCc1ccco1,6,0,x,20,x,2,-2
COc1cccc(-c2c(C(=O)N/N=C/c3ccco3)nnn2-c2nonc2N)c1,-3,3,0.1,33,-5,-1,-3
CCc1ccccc1NC(=O)CN(C)C(=O)CSc1nn(-c2ccc(F)cc2)c(=S)s1,-2,7,1.6,x,-1,x,-4
Cc1ccc(S(=O)(=O)N2C[C@H]3N(C(=O)OC(C)C)N(C(=O)OC(C)C)C[C@H](OC(=O)NCc4ccccc4)[C@@]3(O)C2)cc1,u,-11,-0.1,-2,2,0,3
CCOc1ccccc1NC(=O)CSc1nc(=O)n(CCCN2CCOCC2)c2c1CCC2,-5,-4,x,-1,-1,0,-3
COc1ccc(OC)c(NC(=O)C2(C)CCN2C(=O)Cc2ccc(Cl)cc2Cl)c1 (stereo not given),-13,-3,0.0,4,1,-2,-9
CC(C)NC(=O)N[C@@H]1CC[C@@H](CCn2cc(-c3ccc(F)cc3)nn2)O[C@H]1CO,2,-1,0.2,-1,0,3,-2
N#Cc1cccc(-c2ccc(C3[C@@H]4CN(S(=O)(=O)c5ccccc5F)C[C@H]3N4)cc2)c1 (stereo not given in full),-2&-6,2&4,0.3&0.7,x,1&2,x,10&0
O=C(/C=C/c1ccco1)N1CCN(S(=O)(=O)/C=C/c2ccccc2)CC1,1,9,3.1,10,0,3,8
Cc1ccccc1S(=O)(=O)N1CC(=O)N2[C@H](C1)[C@H](c1ccc(C#CC3CC3)cc1)[C@@H]2CO,1,-1,-0.2,x,1,x,2
C[C@H]1CN([C@@H](C)CO)C(=O)Cc2cc(NS(=O)(=O)c3ccc(Cl)cc3)ccc2O[C@H]1CN(C)S(C)(=O)=O,12,-45,u,11,-8,1,-6
Cc1ccc(C(=O)NC(=S)Nc2ccc(NC(=O)c3cccc(Cl)c3)cc2)cc1,-4,-1,-0.1,-33,-1,-3,-1
CCC(=O)N1CC2(C1)CN(S(C)(=O)=O)[C@H](CO)c1c2c2ccc(OC)cc2n1C,5,-2,-0.1,x,x,x,-7
N#Cc1ccc(C(=O)Nc2cc(S(=O)(=O)N3CCOCC3)ccc2N2CCOCC2)cc1,12,-17,-0.2,0,x,3,-3
CCC(C)N=Cc1c(Nc2ccccc2)nc2c(C)cccn2c1=O (stereo not given),-5,0,-0.2,-18,-5,-4,5
Oc1ccc(-c2n[nH]c(=S)n2-c2ccc3c(c2)OCCO3)cc1,x,0,9.8,x,1,x,5
CCC(=O)N(C)C[C@@H]1Oc2cc(-c3ccccc3OC)ccc2S(=O)(=O)N([C@H](C)CO)C[C@@H]1C,-2,4,0.1,-40,0,0,0
Cc1cc(SCC(=O)N(C)c2c(N)n(Cc3ccccc3)c(=O)[nH]c2=O)nc2ccccc12,x,-1,x,x,-2,x,7
C[C@@H]1CCCCO[C@H](CN(C)C(=O)Nc2ccc3c(c2)OCO3)[C@@H](C)CN([C@H](C)CO)C(=O)c2cc(NS(=O)(=O)c3ccc(Cl)cc3)ccc2O1,25*,2,-0.1,x,3,-6,-4
CC(C)CC1C(=O)N(Cc2cn(CCC3OCCCO3)nn2)CCS(=O)(=O)N1Cc1ccc(-c2ccc(Cl)c(Cl)c2)cc1 (stereo not given),-11,2,-0.8,2,-4,0,5
C=CCN(CC=C)Cc1cc(=O)oc2cc(OC)ccc12,6,1,0.0,-5,-4,-1,1
O=C(Nc1ccc2c(c1)[C@@H]1C[C@H](CC(=O)N3CCc4ccccc4C3)O[C@H](CO)[C@@H]1O2)c1cccnc1,7,-35,-0.3,1,-2,1,-2
Cc1ccccc1C(=O)Nc1ccc2nc3n(c(=O)c2c1)CCCC3,-1,-4,0.1,-10,-2,6,1
O=C(NCc1ccccc1)C(c1ccc(C(F)(F)F)cc1)n1c(=O)c(-c2cc3ccccc3[nH]2)nc2ccccc21 (stereo not given),38*,0,0.8,x,1,x,-3
COCc1ccc(C(=O)N2CCCC(Nc3ccc(C(C)C)cc3)C2)o1 (stereo not given),u,2,-0.4,x,-1,3,1
O=C(Nc1ccc2c(c1)C(=O)OC2)c1ccccc1Cl,2,4,x,-5,-1,-1,5
Cc1cccc(Cn2c(CN3CCN(Cc4ccccc4)CC3)nc3c2c(=O)[nH]c(=O)n3C)c1,-2,-2,0.5,0,-2,-1,3
CCOc1cccc2sc(N(CCN(C)C)C(=O)c3cc4ccccc4cc3OC)nc12,0,-1,x,-10,-4,-2,5
Cc1ccc(NS(=O)(=O)c2ccc3c(c2)oc(=O)n3C)cc1,-3,-2,x,2,-2,-1,1
CC(C)NC(=O)Nc1ccc2c(c1)CC(=O)N([C@@H](C)CO)C[C@@H](C)[C@@H](CN(C)CC1CC1)O2,-4,1,-1.7,12,-50,-2,14
C[C@@H]1CN([C@H](C)CO)C(=O)c2cc(-c3ccc(C#N)cc3)cnc2O[C@H]1CN(C)C(=O)Nc1ccccc1,0,6,-0.1,25,-11,-1,-5
Cc1csc(=Nc2c(C)n(C)n(-c3ccccc3)c2=O)n1-c1ccccc1,-2,-1,x,x,-1,x,3
CCCC(=O)NCCCc1nc2ccccc2[nH]1,3,1,0.2,-11,1,3,1
C/C=C/c1ccc2c(c1)O[C@H](CN(C)C(=O)CN(C)C)[C@@H](C)CN([C@H](C)CO)S2(=O)=O,7,-1,-0.1,-3,-6,0,11
Nc1nccc(/C=C/c2c(F)cccc2Cl)n1,3,-6,x,13,-3,x,2
Cc1noc(C)c1S(=O)(=O)Nc1ccc2c(c1)CC(=O)N([C@H](C)CO)C[C@H](C)[C@H](CN(C)Cc1ccc(-c3ccccc3)cc1)O2,8,15,0.8,39,15*,x,0
CC(=O)N1CCN(c2ccccc2NC(=O)c2cccc3c(Cl)cccc23)CC1,-2,-6,x,6,-4,0,2

# Exported tab-delimited: two of the compounds above
Compound	DENV2 CPE rescue	S100A4 MyoIIA	E-selectin induc	Statin myotox sup	SIRT5 inh	PglD DTNB	ERp5 block
Oc1ccc(-c2n[nH]c(=S)n2-c2ccc3c(c2)OCCO3)cc1	x	0	9.8	x	1	x	5
O=C(Nc1cccs1)Nc1ccccc1Br	2	0	x	x	0	x	0
